From PubChem BioAssay
GAA850 FXN act: FXN promoter activators, primary screen, cell-based, luciferase luminescence, HEK293 lucGAA850; HEK293 lucGAA850 FXN promoter luciferase reporter, 24 h; percent of 10 µM SAHA response; activation, % at 6 µM; 360,000 tested, 0.56% active; AID 540364, 2011;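 active means activation above the average of all compounds screened plus 3 SD, cutoff fixed separately per campaign, cut at about 7.5% in these data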;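 further: 0% = DMSO wells and 100% = 10 µM SAHA wells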
SMARCA2 activ: SMARCA2 (BRM) function activators, primary screen, cell-based, luminescence, high throughput; 370,000 tested, 1% active; AID 652017, 2013; MG213 cells, MMTV-luciferase reporter, dexamethasone, overnight; activation, % at 9.1 µM; in the data active means activation above about 7.8%;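 further: 0% = vehicle wells and 100% = reference activator wells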
DAX1 inh-1: DAX1 (NR0B1) inhibitors on StAR promoter, primary screen, cell-based, luminescence, SF-1 (NR5A1), full-length DAX-1 | HEK293T StAR-luciferase reporter, SF-1/DAX-1 repression relief | inhibition, % at 6.8 µM | 370,000 tested, 1.1% active | AID 652010, 2013;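 active means inhibition above the mean over all tested compounds plus 3 SD, cut at about 3.6% in these data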;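 further: 0% = DAX-1 cells with DMSO and 100% = cells lacking DAX-1 with DMSO; higher inhibition means more luminescence from relief of DAX-1 repression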
hgDAF-12 ag: H. glycines DAF-12 receptor agonists, primary screen, cell-based, luminescence, HEK293, GAL4 fusion, UAS-luciferase | Nuclear hormone receptor DAF-12 (Heterodera glycines), GAL4 fusion | HEK293 GAL4-hgDAF12 UAS-luciferase reporter, agonist luminescence; normalized to butyrate control | activation, % at 6.8 µM | 370,000 tested, 1.8% active;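 active means activation above a cutoff set at the mean of all screened compounds plus 3 SD, cut at about 10% in these data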;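 further: 0% = DMSO wells and 100% = sodium butyrate wells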
NPR2 activator: human GC-B receptor activators, primary screen, HEK293 GC-B cells, cGMP TR-FRET, EC30 CNP; Atrial natriuretic peptide receptor 2 (Homo sapiens), P20594; 0% at EC30 CNP, 100% saturating CNP; activation, % at 10 µM; 370,000 tested, 0.11% active; AID 1920062, 2024;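 active means activation at 10 µM reaching about 35% in either raw or pattern-adjusted values, limit read from the data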
sPLA2-III inh: human group III sPLA2 inhibitors, primary screen, biochemical, QFRET, BODIPY PC-A2 liposome substrate; Group 3 secretory phospholipase A2 (Homo sapiens), Q9NZ20; QFRET BODIPY PC-A2 liposome hydrolysis, fluorescence; inhibition, % at 12.2 µM; 370,000 tested, 0.56% active;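 active means inhibition above mean plus 3 SD of compounds lying within the high and low control bounds, cut at about 19% in these data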;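 further: 0% = median of test compound wells and 100% = no enzyme DMSO wells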
Target sequence (Q9NZ20 whole entry, looked up): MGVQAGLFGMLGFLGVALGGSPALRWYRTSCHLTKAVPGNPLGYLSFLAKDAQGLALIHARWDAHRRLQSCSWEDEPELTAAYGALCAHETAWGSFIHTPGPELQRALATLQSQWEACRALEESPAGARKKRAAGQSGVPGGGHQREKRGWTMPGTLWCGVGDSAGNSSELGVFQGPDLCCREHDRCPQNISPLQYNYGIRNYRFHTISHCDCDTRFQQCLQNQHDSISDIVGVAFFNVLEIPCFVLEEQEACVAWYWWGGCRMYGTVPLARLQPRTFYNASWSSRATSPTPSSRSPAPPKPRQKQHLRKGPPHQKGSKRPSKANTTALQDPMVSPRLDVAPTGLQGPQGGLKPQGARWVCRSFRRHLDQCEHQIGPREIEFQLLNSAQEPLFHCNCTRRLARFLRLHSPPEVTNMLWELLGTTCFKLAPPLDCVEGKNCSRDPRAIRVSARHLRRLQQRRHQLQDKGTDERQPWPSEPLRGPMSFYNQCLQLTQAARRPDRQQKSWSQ
hcDAF12 agonist: H. contortus DAF-12 nuclear receptor activators, primary screen, cell-based, luminescence, HEK293, lit1-tk-luc reporter; activation, % at 6.8 µM; 370,000 tested, 1.4% active; HEK293 hcDAF-12 lit1-tk-luc reporter; 0% DMSO, 100% Δ7-dafachronic acid;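 active means activation above the mean of all tested compounds plus 3 SD, cut at about 5.5% in these data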;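 further: 100% = response to 3 µM Δ7-dafachronic acid high control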
NPR1 activator: GC-A stimulated cGMP production enhancers – HEK293 GC-A cells, cGMP TR-FRET, EC30 ANP, primary screen; Atrial natriuretic peptide receptor 1 (Homo sapiens), P16066; 0% at EC30 ANP, 100% saturating ANP; activation, % at 10 µM; 370,000 tested, 0.14% active; in the data active means activation above about 40%
DAX1 inh-2: DAX1 (NR0B1) inhibitors, primary screen, cell-based, HEK293, Gal4-DAX1, luciferase luminescence. Nuclear receptor subfamily 0 group B member 1 (Homo sapiens), P51843. HEK293 Gal4-DAX1 luciferase reporter. inhibition, % at 6.75 µM. 340,000 tested, 0.99% active. AID 504766, 2011;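 active means inhibition above the mean over all tested compounds plus 3 SD, cut at about 4.2% in these data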;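 further: 0% = DAX1-transfected cells with DMSO and 100% = empty-vector control cells with DMSO; inhibition shows as a rise in luminescence from relieved DAX1 repression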
Target sequence (P51843 207-470 limits assumed): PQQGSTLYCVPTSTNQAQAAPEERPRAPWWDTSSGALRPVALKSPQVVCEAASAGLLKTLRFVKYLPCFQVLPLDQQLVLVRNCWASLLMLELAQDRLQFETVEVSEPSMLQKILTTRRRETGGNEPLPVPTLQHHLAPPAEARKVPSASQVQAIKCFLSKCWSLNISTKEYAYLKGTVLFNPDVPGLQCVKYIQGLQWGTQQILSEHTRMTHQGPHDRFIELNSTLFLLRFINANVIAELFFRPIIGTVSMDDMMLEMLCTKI
KLK7 zymogen act: proKLK7 zymogen activators, primary screen, biochemical, fluorescence intensity; activation, % at 7 µM; purified proKLK7, EDANS-DABCYL substrate fluorescence; 100% is mature enzyme control, 0% vehicle; AID 652039, 2013; 370,000 tested, 0.9% active;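 active means activation above the mean of all tested compounds plus 3 SD, computed per campaign excluding outliers beyond control limits, cut at about 13% in these data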
Target sequence (P49862 whole entry, looked up): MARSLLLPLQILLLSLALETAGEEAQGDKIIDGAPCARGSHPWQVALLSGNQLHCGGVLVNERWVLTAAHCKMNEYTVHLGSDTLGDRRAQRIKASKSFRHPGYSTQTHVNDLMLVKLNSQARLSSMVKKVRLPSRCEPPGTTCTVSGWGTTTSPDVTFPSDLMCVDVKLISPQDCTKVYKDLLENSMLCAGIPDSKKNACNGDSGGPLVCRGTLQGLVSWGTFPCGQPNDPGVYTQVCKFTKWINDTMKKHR
ssDAF12 agonist: S. stercoralis DAF-12 nuclear receptor activators, primary screen, cell-based, luminescence, HEK293, GRIP1 co-expression, lit1-tk-luc | Nuclear hormone receptor DAF-12 (Strongyloides stercoralis) | HEK293 ssDAF-12/GRIP1 lit1-tk-luc reporter; % of 3 µM dafachronic acid response | activation, % at 6.8 µM | 370,000 tested, 1% active | AID 652126, 2013;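 active means activation above the mean over all tested compounds plus 3 SD, cut at about 0.9% in these data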;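 further: 0% = DMSO-only wells and 100% = 3 µM delta7-dafachronic acid wells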
* hit, by the source's call; nt = no result given.

Values in the order: GAA850 FXN act	SMARCA2 activ	DAX1 inh-1	hgDAF-12 ag	NPR2 activator	sPLA2-III inh	hcDAF12 agonist	NPR1 activator	DAX1 inh-2	KLK7 zymogen act	ssDAF12 agonist
O=[N+]([O-])c1cccnc1N/N=C/c1ccccc1O
→ 0.6	4	3.8*	15*	-5	1	9.2*	-3	-0.7	-1.2	0.0
O=c1[nH]c(=S)[nH]c2c1C(c1ccc(Cl)cc1)OC(C1CCCCC1)C2 (stereo not given)
→ nt	-2	0.6	-0.3	-2	-3	0.3	-4	nt	0.0	-0.6
Cc1cc(C)cc(-n2c3nc4ccccc4nc3c3c(=O)n(Cc4ccco4)cnc32)c1
→ -0.8	1	-0.8	-3.9	5	-4	-2.2	-1	-0.3	-14	-1.2
Cc1ccc(NC(=O)NC(=O)N(C2CCCCC2)S(=O)(=O)c2ccccc2)cc1
→ 0.0	-1	0.4	1.6	-1	-2	0.9	1	1.0	0.3	-1.5
CCn1cc(/C=N/NC(=O)c2ccc3c(c2)OCO3)c(C)n1
→ 0.5	2	1.4	3.1	-2	-1	1.2	-2	0.8	0.1	-0.3
COc1ccc(S(=O)(=O)N2CCOCC2)cc1C(=O)Nc1ccc(N2CCCCCC2)cc1
→ 2.4	-3	-1.6	-3.7	-2	5	-3.7	-6	0.6	-1.1	-1.9
O=C(Cc1ncc(C(F)(F)F)cc1Cl)NCc1ccco1
→ 0.1	-1	-0.1	0.6	-2	-24	-0.9	-2	2.0	0.2	-1.5
COC(=O)C1=C(C(=O)OC)C2C(C)=CC(C)=CN2C(C(=O)OC)=C1C(=O)OC (stereo not given)
→ -0.7	-2	-0.1	0.8	4	1	3.7	-1	-0.2	2.4	-0.2
CCC(C(=O)NC1CCCCC1)n1c(SCc2ccccc2F)nc2ccncc21 (stereo not given)
→ 0.5	-1	1.5	1.4	0	-16	0.6	-5	-0.2	-0.1	-1.1
Cc1c(NC(=S)NC(=O)c2ccco2)cccc1-c1nc2ncccc2o1
→ -0.3	-1	0.6	3.9	-2	7	-1.5	-4	0.3	-0.6	-0.9
CC(C)(C)c1[nH]nc2c1C(c1ccccc1OC(=O)N1CCOCC1)C(C#N)=C(N)O2 (stereo not given)
→ -1.2	1	-0.1	-0.1	4	-1	1.9	2	-0.5	0.8	0.2
Cc1nn(C)c(C)c1S(=O)(=O)N1CCCC(C(=O)NC2CCCCCC2)C1 (stereo not given)
→ 1.8	3	-1.1	1.1	1	-5	1.7	-1	-1.6	-0.3	-1.2
COc1cc(/C=N/NC(=O)c2ccc(C)nc2)cc([N+](=O)[O-])c1O
→ -0.1	-4	0.1	4.0	-1	3	-0.1	-6	1.8	-0.4	-1.2
CCCCNC(=O)CCCN1C(=O)c2cccnc2Sc2ccccc21
→ -1.8	-3	-0.2	-0.3	-11	1	-2.8	2	2.2	-0.3	-1.1
CCSc1nnc(NC(=O)c2cccc(OCc3c(C)noc3C)c2)s1
→ -1.3	-3	-0.3	1.8	3	-5	-2.2	3	-1.7	-0.4	-1.6
CCCNC(=S)N1CCCC(c2nc3ccccc3[nH]2)C1 (stereo not given)
→ 0.7	0	-0.4	-0.6	-2	7	-1.1	3	-3.1	0.4	-2.2
COC(=O)N/N=C(\C)c1ccc(OC(F)F)cc1
→ 1.4	-1	1.9	6.5	3	4	0.7	-1	0.3	0.1	-1.5
Cc1cc(S(=O)(=O)Nc2cccnc2)c(C)s1
→ -1.3	-5	-0.1	-0.3	4	-1	-0.6	1	0.1	2.4	-0.5
Cc1cc(Cl)ccc1OCC(=O)OCC(=O)N1CCC(C(N)=O)CC1
→ 1.1	3	0.1	-1.0	-1	6	0.5	0	0.7	0.5	-1.1
N=C1/C(=C/c2cccn2CCOc2ccccc2)C(=O)N=C2SC=C(c3ccccc3)N12
→ -5.3	-3	-0.5	-2.9	-7	-3	-0.1	-5	-0.2	-10	-1.0
COc1ccc(NC(=O)c2cc(C3CCCCN3C(=O)c3ccc(NC(C)=O)cc3)on2)c(C)c1 (stereo not given)
→ -0.7	-2	-0.5	-3.4	3	-2	-2.6	-5	nt	-0.4	-1.9
COc1ccc(CCN2C(=O)c3cccc4c(C(=O)N5CCCCC5)ccc(c34)C2=O)cc1OC
→ -7.6	-2	-0.7	-3.3	3	-6	-0.3	7	-1.0	-0.4	-1.9
CC1CCN(C(=O)/C(=C\c2cccs2)NC(=O)c2ccccc2)CC1
→ -1.3	-5	0.1	-3.2	-4	8	-2.0	-1	-1.8	-0.2	-1.9
CCCC(C)NC(=O)c1ccc(C2SCC(=O)N2Cc2ccco2)cc1 (stereo not given)
→ 0.9	0	0.0	-1.0	3	7	-2.5	10	0.6	1.0	-1.3
CC(C(=O)N1CCCCC1)N(C)CC(=O)Nc1ccc(Cl)cc1 (stereo not given)
→ 0.8	-3	-0.5	0.1	1	-1	-0.9	2	0.1	0.6	-0.4
CCCc1nc(NCCCOCC)c2nnn(Cc3ccccc3)c2n1
→ nt	-3	-0.2	-1.0	17	-2	-1.2	10	-1.0	-0.2	-0.8
COc1ccccc1-n1c(SCC(=O)O)nc2sc3c(c2c1=O)CCC3
→ -0.1	0	0.4	-1.7	-3	3	1.0	-4	3.7	0.1	-1.2
COc1cc(NS(=O)(=O)c2c(C)[nH]c(C)c2C(=O)N2CCCC2)cc(OC)c1OC
→ 0.0	1	0.1	0.0	1	3	-1.1	3	0.5	-0.3	-0.8
Cc1cc(C)c(NC(=O)C2CCCO2)c(C)c1NC(=O)C1CCCO1 (stereo not given)
→ -1.3	-3	-0.6	0.1	0	3	-3.2	3	-0.8	-0.8	-1.2
CC(C)c1ccc(/C=C/C(=O)NC(=S)Nc2ccc(CN3CCOCC3)cc2)cc1
→ -6.2	1	-0.5	6.4	-3	-1	-1.6	-8	-3.6	-0.3	-1.5
Cc1cc(C)c(C(=O)CN2C(=O)NC3(CCCCC3)C2=O)cc1C
→ 1.0	1	0.9	0.9	-1	0	6.2*	1	-0.5	0.9	-0.8
COc1ccc(-c2nc3c(C)cc(Br)cn3c2Cc2ccsc2)cc1OC
→ nt	-7	0.8	2.1	-3	-2	-0.6	-3	nt	-1.1	-0.6
Cc1ccc(C(=O)NN=Cc2ccc3c(c2)OCO3)cc1
→ 5.8	4	1.5	15*	2	-3	1.4	-3	1.2	0.7	0.2
COC(=O)c1cc2n(n1)CCN(Cc1cccc(OC)c1)C2=O
→ 1.8	0	-0.6	-3.2	-1	5	-0.5	0	-0.8	0.1	0.1
CCc1nc2ccc(C(=O)Nc3ccc(NC(C)=O)cc3)cn2c1N(C)CCC(C)C
→ -3.2	-2	0.2	-4.2	8	-29	-2.8	-5	nt	-0.5	-1.5
COc1ccc(S(=O)(=O)NC2CC(C)(C)NC(C)(C)C2)c(C)c1C
→ nt	-1	-1.0	0.8	-7	3	-0.8	2	nt	0.3	-0.1
COc1ccccc1N1CCN(CC(O)COc2ccc(S(=O)(=O)N3CCOCC3)cc2)CC1 (stereo not given)
→ -0.8	-4	-1.0	-0.1	-2	-3	-2.2	-2	-1.7	0.4	-1.4
Cc1oc(-c2ccccc2F)nc1CS(=O)(=O)CC(=O)NCCCc1ccccc1
→ -1.9	-1	-0.8	0.1	0	-6	-1.9	-8	-0.1	0.8	-1.3
Cc1c(C(=O)NCc2cccc([N+](=O)[O-])c2)sc(=O)n1Cc1ccccc1F
→ -1.6	-2	-0.5	-0.2	-7	0	-2.5	-4	nt	0.0	-1.8
COc1cccc(C2C(C(=O)NCc3ccccc3)=C(C)Nc3ncnn32)c1 (stereo not given)
→ -2.2	-1	-0.2	-0.5	3	0	-2.4	4	4.0	-1.0	-1.2
CSc1cc(-c2ccccc2)n(Cc2ccccc2Cl)c(=O)c1C#N
→ -0.1	1	-0.5	-1.0	0	5	0.2	-2	1.4	0.0	-0.9
Clc1cccc(-c2csc(Nc3cccnc3)n2)c1
→ 6.1	-2	-0.5	4.9	-9	6	5.8*	8	1.3	1.1	-0.1
Oc1ccc(-c2cccc(-c3ccc(O)cc3)c2)cc1
→ 1.1	4	0.7	7.6	1	-41	2.0	0	2.7	-0.1	-1.0
CC(=O)c1cccc(NC(=O)Nc2cccs2)c1
→ -0.4	0	-0.7	8.9	2	-4	-0.9	-2	0.7	0.7	-1.2
CC(=O)N1CCN(c2cccc(C)c2C)CC1
→ 0.2	-4	-0.6	0.3	7	1	0.4	2	2.0	-0.7	-1.8
CCC(Oc1ccccc1)C(=O)Nc1nc2c(s1)C(=O)CC(C)(C)C2 (stereo not given)
→ -0.4	-2	-0.4	-2.1	2	-12	-0.6	-2	-0.5	-1.0	-0.7
COc1ccc(NC(=O)Nc2cccc3c2O[C@H](CN(C)C(=O)Nc2c(C)noc2C)[C@@H](C)CN([C@H](C)CO)C3=O)cc1
→ 1.9	0	-0.1	1.1	4	2	7.0*	2	1.5	0.1	-1.2
O=C(NCC1CCCO1)c1cccc(NS(=O)(=O)c2ccc(Br)cc2)c1 (stereo not given)
→ 2.1	-3	-2.2	-2.1	-1	-4	-0.4	1	-0.7	0.1	-0.6
COc1ccc(-c2nc(-c3ccc(O)cc3O)cs2)cc1OC
→ 8.7*	8.8*	2.0	12*	-5	-25	-0.4	-18	-0.3	-0.2	-1.8
CCOC(=O)c1c(C)noc1-c1ccc(Br)o1
→ -0.2	-1	-0.6	-0.4	-3	0	-0.2	0	-0.9	-0.1	-1.0
COc1ccc(OC(C)C(=O)N2CCc3ccccc3C2)cc1 (stereo not given)
→ 2.8	0	-0.4	0.3	-5	-8	-1.1	-5	0.7	-0.4	-0.1

Single records, from the list above:
CC(=O)c1cccc(NC(=O)Nc2cccs2)c1 as listed: GAA850 FXN act: -0.4; SMARCA2 activ: 0; DAX1 inh-1: -0.7; hgDAF-12 ag: 8.9; NPR2 activator: 2; sPLA2-III inh: -4; hcDAF12 agonist: -0.9; NPR1 activator: -2; DAX1 inh-2: 0.7; KLK7 zymogen act: 0.7; ssDAF12 agonist: -1.2
Clc1cccc(-c2csc(Nc3cccnc3)n2)c1 as listed: GAA850 FXN act: 6.1; SMARCA2 activ: -2; DAX1 inh-1: -0.5; hgDAF-12 ag: 4.9; NPR2 activator: -9; sPLA2-III inh: 6; hcDAF12 agonist: 5.8*; NPR1 activator: 8; DAX1 inh-2: 1.3; KLK7 zymogen act: 1.1; ssDAF12 agonist: -0.1
